High-throughput results as filed in PubChem BioAssay.
tim23-1 inh – tim23-1 yeast growth inhibition | S. cerevisiae tim23-1 growth, BacTiter-Glo luminescence, 24 h | inhibition, % at 20 µM | 330,000 tested, 1.3% active | AID 463212;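 active = growth inhibition of the mutant yeast at or above 50%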;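 also: temperature-sensitive mutant grown at 25 °C; plate controls were DMSO-treated mutant yeast for no effect and medium wells lacking yeast for full effect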
UPR CHOP act – apoptotic UPR (CHOP) activation; 330,000 tested, 0.34% active; CHO-CHOP luciferase reporter, luminescence; percent of tunicamycin response over DMSO baseline; activation, % at 10 µM;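 active = at 10 µM dose, activation of 40% or more, normalized to positive control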;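 also: 100% = tunicamycin at 10 µg/mL and 0% = DMSO alone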
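System: CHO-CHOP luciferase reporter cell line; amount: 500 cells/well; buffer or medium: F12 medium containing 10% fetal bovine serum; incubation: 6 h compound exposure at 37 °C after overnight seeding; measured by: luciferase luminescence after 10 min with Steady-Glo reagent; evaluation: % reporter activation, DMSO baseline versus tunicamycin full activation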
TIM10 inh – growth inhibitors of TIM10 yeast strain; 330,000 tested, 1.4% active; S. cerevisiae TIM10 strain growth, BacTiter-Glo luminescence, 24 h; AID 463195; inhibition, % at 10 µM;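 active = inhibition of 40% or more at the single tested concentration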;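 also: wild-type TIM10 isogenic control strain grown at permissive 25 °C; 0% = DMSO yeast wells and 100% = minimal medium wells without yeast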
UPR XBP1 act – adaptive UPR (XBP1) activation | CHO-XBP1 luciferase reporter, IRE1-XBP1 UPR activation, luminescence; percent of tunicamycin response, DMSO as zero | activation, % at 20 µM | 330,000 tested, 0.33% active;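 active = versus positive control, 20 µM dose yields 30% or more activation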;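 also: 100% = tunicamycin at 10 µg/mL and 0% = DMSO only wells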
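Material – CHO cell line with stable XBP1 luciferase reporter · Buffer or medium – F12 plus 10% FBS · Compound – single point, 20 µM final compound, 1% DMSO · Schedule – 16-18 h cell attachment at 37 °C, then 6 h compound exposure · Signal – Steady-Glo luminescence read · Benchmarks – high control tunicamycin 10 µg/mL final, low control DMSO vehicle only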
tim10-1 inh – tim10-1 yeast growth inhibition; inhibition, % at 20 µM; AID 463190; S. cerevisiae tim10-1 ts strain growth, BacTiter-Glo, 24 h; 330,000 tested, 2.2% active;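 active = inhibition of at least 40%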;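 also: mutant grown at 25 °C; 0% = DMSO wells with yeast and 100% = wells holding no yeast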
697 NFkB inh – inhibitors of the PMA/ionomycin-induced NF-kB reporter in 697 B cells; 697 B-cell NF-kB luciferase reporter, 16 h; AID 435022; 330,000 tested, 0.33% active; inhibition, % at 4 µM; in the data active = inhibition above about 35%
Mdm2 MdmX PPI – disrupts the human Mdm2-MdmX interaction; O15151+Q00987; SaOS-2 split-luciferase Mdm2/MdmX complementation, luminescence; inhibition, % at 8 µM; 330,000 tested, 3% active;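 active = inhibition of at least 50% at 8 µM in the primary screen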
Target sequence (O15151 whole entry, looked up): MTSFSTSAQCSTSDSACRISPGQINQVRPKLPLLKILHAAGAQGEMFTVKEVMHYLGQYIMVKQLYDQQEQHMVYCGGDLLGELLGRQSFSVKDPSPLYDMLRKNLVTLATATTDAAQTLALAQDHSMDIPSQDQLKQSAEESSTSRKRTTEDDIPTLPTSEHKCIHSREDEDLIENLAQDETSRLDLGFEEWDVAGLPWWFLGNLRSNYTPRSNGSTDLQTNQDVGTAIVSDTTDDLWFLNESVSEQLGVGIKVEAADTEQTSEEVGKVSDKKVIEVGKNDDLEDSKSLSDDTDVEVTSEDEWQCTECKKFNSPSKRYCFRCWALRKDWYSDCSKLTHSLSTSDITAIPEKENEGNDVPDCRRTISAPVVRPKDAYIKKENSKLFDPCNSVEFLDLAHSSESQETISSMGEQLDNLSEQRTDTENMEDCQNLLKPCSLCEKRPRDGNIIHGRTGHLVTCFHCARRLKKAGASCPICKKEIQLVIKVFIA
Target sequence (Q00987 whole entry, looked up): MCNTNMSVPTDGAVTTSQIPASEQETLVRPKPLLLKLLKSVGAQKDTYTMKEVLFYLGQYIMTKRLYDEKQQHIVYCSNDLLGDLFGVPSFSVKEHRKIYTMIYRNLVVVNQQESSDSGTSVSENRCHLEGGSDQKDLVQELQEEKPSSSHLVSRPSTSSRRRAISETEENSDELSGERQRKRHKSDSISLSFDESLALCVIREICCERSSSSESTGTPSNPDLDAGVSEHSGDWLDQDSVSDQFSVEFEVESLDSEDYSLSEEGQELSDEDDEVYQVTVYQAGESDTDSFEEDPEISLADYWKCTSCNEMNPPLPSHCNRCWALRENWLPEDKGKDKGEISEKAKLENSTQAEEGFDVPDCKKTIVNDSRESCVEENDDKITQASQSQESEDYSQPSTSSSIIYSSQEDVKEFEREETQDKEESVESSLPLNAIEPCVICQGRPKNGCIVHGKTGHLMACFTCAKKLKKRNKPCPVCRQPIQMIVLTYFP
Jurkat NFkB inh – inhibitors of the PMA/ionomycin-induced NF-kB reporter in Jurkat cells; 330,000 tested, 0.53% active; inhibition, % at 4 µM; PMA/ionomycin-induced NF-kB luciferase reporter, luminescence; in the data active = inhibition above about 50%
* marks the source's active call; other numbers are inactive results.

Screening Cc1ncoc1C(=O)N1CCCC(CCC(=O)NCc2ccccc2F)C1 (stereo not drawn) returned tim23-1 inh 6, UPR CHOP act 0.8, TIM10 inh 4, UPR XBP1 act 0, tim10-1 inh 4, 697 NFkB inh 11, Mdm2 MdmX PPI -4 and Jurkat NFkB inh 1.
CCN1C(=O)/C(=C2/SC(C)=C(C)N2CC)SC1=S was read as tim23-1 inh 23, UPR CHOP act 1.3, TIM10 inh 17, UPR XBP1 act 1, tim10-1 inh 14, 697 NFkB inh 2, Mdm2 MdmX PPI 17 and Jurkat NFkB inh -3.
Screening CCSc1nc2sc3c(c2c(=O)[nH]1)CC(C)(C)OC3 returned tim23-1 inh 3, UPR CHOP act 1.2, TIM10 inh -12, UPR XBP1 act 2, tim10-1 inh 13, 697 NFkB inh -12, Mdm2 MdmX PPI 13 and Jurkat NFkB inh -6.
For Cc1nn(C2CCS(=O)(=O)C2)c2nc(C3CC3)cc(C(=O)Nc3cccc(C#N)c3)c12 (stereo not drawn) the results were tim23-1 inh 3, UPR CHOP act -1.6, TIM10 inh 2, UPR XBP1 act -1, tim10-1 inh 12, 697 NFkB inh 11, Mdm2 MdmX PPI 33 and Jurkat NFkB inh -24.
For Cc1cccc(C)c1NC(=O)C1(N(Cc2ccco2)C(=O)Cn2nnnc2N)CCCCC1 the results were tim23-1 inh -16, UPR CHOP act -0.2, TIM10 inh -4, UPR XBP1 act 1, tim10-1 inh -6, 697 NFkB inh -4, Mdm2 MdmX PPI -3 and Jurkat NFkB inh -2.
For CC(Oc1ccccc1F)C(=O)NNC(=O)CCNC(=O)c1ccco1 (stereo not drawn) the results were tim23-1 inh -4, UPR CHOP act -0.4, TIM10 inh 13, UPR XBP1 act -4, tim10-1 inh 1, 697 NFkB inh -10, Mdm2 MdmX PPI 4 and Jurkat NFkB inh -15.
For C#CCSc1n[nH]c(=O)n1-c1cccc(C(F)(F)F)c1 the results were tim23-1 inh 10, UPR CHOP act -0.4, TIM10 inh -3, UPR XBP1 act 0, tim10-1 inh -6, 697 NFkB inh -3, Mdm2 MdmX PPI 15 and Jurkat NFkB inh 7.
Cn1c(CN2CCCCC2)nc2cc(NC(=O)c3cccc(Br)c3)ccc21 was read as tim23-1 inh 9, UPR CHOP act 1.7, TIM10 inh 17, UPR XBP1 act 0, tim10-1 inh 2, 697 NFkB inh -28, Mdm2 MdmX PPI 28 and Jurkat NFkB inh 20.
Screening O=S(=O)(c1ccc(-c2ccccc2)cc1)N1CCCCC1 returned tim23-1 inh 34, UPR CHOP act 2.1, TIM10 inh -7, UPR XBP1 act 1, tim10-1 inh 9, 697 NFkB inh -11, Mdm2 MdmX PPI 37 and Jurkat NFkB inh 13.
Screening COc1ccc(NC2CS(=O)(=O)CC2OC(=O)c2ccc(F)cc2)cc1 (stereo not drawn) returned tim23-1 inh 13, UPR CHOP act -1.4, TIM10 inh 2, UPR XBP1 act -2, tim10-1 inh -6, 697 NFkB inh 2, Mdm2 MdmX PPI -6 and Jurkat NFkB inh -13.
Screening COCC(C)NC(=S)Nc1ccccc1[N+](=O)[O-] (stereo not drawn) returned tim23-1 inh 17, UPR CHOP act 3.0, TIM10 inh 9, UPR XBP1 act -1, tim10-1 inh 29, 697 NFkB inh -34, Mdm2 MdmX PPI -27 and Jurkat NFkB inh -7.
For CCOC(=O)C1=C(c2ccccc2)NC(N)=NC1c1ccc(OCc2ccc(C(=O)OC)cc2)cc1 (stereo not drawn) the results were tim23-1 inh 22, UPR CHOP act 2.1, TIM10 inh 6, UPR XBP1 act 12, tim10-1 inh 7, 697 NFkB inh -13, Mdm2 MdmX PPI 100* and Jurkat NFkB inh 19.
Screening CCC(=O)Nc1cccc(NC(=O)c2ccc(Br)cc2)c1 returned tim23-1 inh 3, UPR CHOP act 0.4, TIM10 inh 0, UPR XBP1 act -1, tim10-1 inh 2, 697 NFkB inh 27, Mdm2 MdmX PPI 25 and Jurkat NFkB inh 0.
`Cc1ccc(Cl)cc1NC(=O)CSc1sc2c(O)cc(=O)[nH]c2c1C#N` gave tim23-1 inh -3, UPR CHOP act 2.0, TIM10 inh 3, UPR XBP1 act -3, tim10-1 inh -13, 697 NFkB inh 5, Mdm2 MdmX PPI -27 and Jurkat NFkB inh 10.
`O=C(N/N=C1/SCC(=O)N1Cc1ccco1)c1ccccc1F` gave tim23-1 inh 12, UPR CHOP act 2.4, TIM10 inh 14, UPR XBP1 act 0, tim10-1 inh -4, 697 NFkB inh -4, Mdm2 MdmX PPI 4 and Jurkat NFkB inh -4.

Already shown: entries from further up.
Screening Cc1ncoc1C(=O)N1CCCC(CCC(=O)NCc2ccccc2F)C1 (stereo not drawn) returned tim23-1 inh 6, UPR CHOP act 0.8, TIM10 inh 4, UPR XBP1 act 0, tim10-1 inh 4, 697 NFkB inh 11, Mdm2 MdmX PPI -4 and Jurkat NFkB inh 1.
CCN1C(=O)/C(=C2/SC(C)=C(C)N2CC)SC1=S was read as tim23-1 inh 23, UPR CHOP act 1.3, TIM10 inh 17, UPR XBP1 act 1, tim10-1 inh 14, 697 NFkB inh 2, Mdm2 MdmX PPI 17 and Jurkat NFkB inh -3.
Screening CCSc1nc2sc3c(c2c(=O)[nH]1)CC(C)(C)OC3 returned tim23-1 inh 3, UPR CHOP act 1.2, TIM10 inh -12, UPR XBP1 act 2, tim10-1 inh 13, 697 NFkB inh -12, Mdm2 MdmX PPI 13 and Jurkat NFkB inh -6.
For Cc1nn(C2CCS(=O)(=O)C2)c2nc(C3CC3)cc(C(=O)Nc3cccc(C#N)c3)c12 (stereo not drawn) the results were tim23-1 inh 3, UPR CHOP act -1.6, TIM10 inh 2, UPR XBP1 act -1, tim10-1 inh 12, 697 NFkB inh 11, Mdm2 MdmX PPI 33 and Jurkat NFkB inh -24.
For Cc1cccc(C)c1NC(=O)C1(N(Cc2ccco2)C(=O)Cn2nnnc2N)CCCCC1 the results were tim23-1 inh -16, UPR CHOP act -0.2, TIM10 inh -4, UPR XBP1 act 1, tim10-1 inh -6, 697 NFkB inh -4, Mdm2 MdmX PPI -3 and Jurkat NFkB inh -2.

Going on with the list:
For O=[N+]([O-])c1ccc(S(=O)(=O)NCCc2cn3ccccc3n2)cc1 the results were tim23-1 inh 0, UPR CHOP act -0.5, TIM10 inh 0, UPR XBP1 act -1, tim10-1 inh 7, 697 NFkB inh 10, Mdm2 MdmX PPI 12 and Jurkat NFkB inh -1.
Screening Cc1cc2ncn(/N=C/c3ccc([N+](=O)[O-])o3)c2cc1C returned tim23-1 inh 0, UPR CHOP act 5.4, TIM10 inh 57*, UPR XBP1 act -6, tim10-1 inh 40, 697 NFkB inh -8, Mdm2 MdmX PPI 26 and Jurkat NFkB inh 33.
CC(Oc1ccc2c(-c3ccccc3)cc(=O)oc2c1)C(=O)N1CCC[C@@H]1C(N)=O (stereo partly drawn) was read as tim23-1 inh 10, UPR CHOP act 5.1, TIM10 inh 6, UPR XBP1 act -1, tim10-1 inh 2, 697 NFkB inh -23, Mdm2 MdmX PPI -12 and Jurkat NFkB inh -19.
O=C(COC(=O)c1cccnc1Cl)c1cccc(Cl)c1 was read as tim23-1 inh 10, UPR CHOP act 3.3, TIM10 inh -5, UPR XBP1 act 0, tim10-1 inh -1, 697 NFkB inh -16, Mdm2 MdmX PPI 1 and Jurkat NFkB inh 12.
For OC(CN1CCN(c2cccc(Cl)c2)CC1)c1ccc(F)cc1 (stereo not drawn) the results were tim23-1 inh -11, UPR CHOP act -0.4, TIM10 inh 12, UPR XBP1 act -5, tim10-1 inh -19, 697 NFkB inh 1, Mdm2 MdmX PPI -8 and Jurkat NFkB inh -7.
For COC(=O)CCC(=O)N1CCOCCOCCOCC1 the results were tim23-1 inh 10, UPR CHOP act -1.0, TIM10 inh -21, UPR XBP1 act -7, tim10-1 inh 0, 697 NFkB inh -17, Mdm2 MdmX PPI -11 and Jurkat NFkB inh -15.
For CCOc1ccc(Cc2onc3c2C(=O)CC(C)(C)C3)cc1OCC the results were tim23-1 inh 15, UPR CHOP act 1.2, TIM10 inh 22, UPR XBP1 act -2, tim10-1 inh 22, 697 NFkB inh 3, Mdm2 MdmX PPI 13 and Jurkat NFkB inh 0.
Screening CC(C)N(C=O)C1(C(=O)NC2CCCCC2)CCCCC1 returned tim23-1 inh 12, UPR CHOP act -0.6, TIM10 inh 4, UPR XBP1 act -2, tim10-1 inh 12, 697 NFkB inh -8, Mdm2 MdmX PPI -11 and Jurkat NFkB inh 8.
CC(C)CC(=O)NC(=S)NNC(=O)c1cccc([N+](=O)[O-])c1 was read as tim23-1 inh -15, UPR CHOP act 1.7, TIM10 inh 26, UPR XBP1 act -1, tim10-1 inh 39, 697 NFkB inh 15, Mdm2 MdmX PPI 13 and Jurkat NFkB inh -2.
`O=C1CC(N2CCN(c3ccccc3)CC2)C(=O)N1c1ccc2c(c1)OCCO2` (stereo not drawn) gave tim23-1 inh 21, UPR CHOP act -0.4, TIM10 inh 7, UPR XBP1 act -2, tim10-1 inh 36, 697 NFkB inh -7, Mdm2 MdmX PPI -27 and Jurkat NFkB inh -19.
Screening COc1cc(/C=C/C(=O)OCC(=O)NC(=O)NC23CC4CC(CC(C4)C2)C3)ccc1OCC#N returned tim23-1 inh 10, UPR CHOP act 0.5, TIM10 inh 6, UPR XBP1 act -3, tim10-1 inh 7, 697 NFkB inh 3, Mdm2 MdmX PPI 14 and Jurkat NFkB inh 4.
CC(=O)c1ccc(NC(=O)c2ccc(N3CCCC3=O)cc2)cc1 was read as tim23-1 inh 1, UPR CHOP act 2.2, TIM10 inh 0, UPR XBP1 act 0, tim10-1 inh -12, 697 NFkB inh -7, Mdm2 MdmX PPI 4 and Jurkat NFkB inh -11.
For O=C1C2C3CCC(C3NCc3ccccc3)C2C(=O)N1Cc1ccccc1 (stereo not drawn) the results were tim23-1 inh 38, UPR CHOP act -3.2, TIM10 inh 26, UPR XBP1 act -1, tim10-1 inh 18, 697 NFkB inh 10, Mdm2 MdmX PPI -13 and Jurkat NFkB inh -3.
Cc1cc(Br)ccc1NC(=O)C1CCN(C(=O)c2ccco2)CC1 was read as tim23-1 inh -5, UPR CHOP act 1.1, TIM10 inh 6, UPR XBP1 act -2, tim10-1 inh -17, 697 NFkB inh 2, Mdm2 MdmX PPI -1 and Jurkat NFkB inh 22.
Screening CCc1nc(SCC(=O)Nc2ccc(N(C)C)cc2)c2ccccc2n1 returned tim23-1 inh 25, UPR CHOP act -1.6, TIM10 inh 6, UPR XBP1 act 1, tim10-1 inh 11, 697 NFkB inh 10, Mdm2 MdmX PPI 33 and Jurkat NFkB inh 5.
Screening CCC(=O)OC1(C)C(=O)C=C2C=C(c3ccsc3)OC=C2C1=O (stereo not drawn) returned tim23-1 inh 16, UPR CHOP act 2.3, TIM10 inh 20, UPR XBP1 act 2, tim10-1 inh 20, 697 NFkB inh 26, Mdm2 MdmX PPI 11 and Jurkat NFkB inh 9.
`FC(F)(F)c1cc(N2CCN(Cc3ccccc3)CC2)c2ccccc2n1` gave tim23-1 inh 1, UPR CHOP act 3.4, TIM10 inh 19, UPR XBP1 act 2, tim10-1 inh 13, 697 NFkB inh 2, Mdm2 MdmX PPI 36 and Jurkat NFkB inh 2.
`Cc1ccc(C)c(S(=O)(=O)N2CCCOC2CNC(=O)C(=O)NCCc2ccco2)c1` (stereo not drawn) gave tim23-1 inh 16, UPR CHOP act 1.0, TIM10 inh 18, UPR XBP1 act -2, tim10-1 inh 18, 697 NFkB inh -2, Mdm2 MdmX PPI 41 and Jurkat NFkB inh 15.
